# p53 reactivator: mutant p53 re-activation in reporter cells; H1299 p53-A138V BP100-luciferase reporter, luminescence, 24 h; Potency, µM (highest dose often 92.2 µM), for the others: at the highest dose activity change, positive = activation, usual class: activators; 320,000 compounds, 0.063% hits; AID 504706; further: potency means the concentration at half of the fitted maximal effect; % of control where 0% means no effect; nearly all actives have a fitted effect of over 45% in size
#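 H1299 (p53-null), stable ts p53-A138V + BP100-Luc; 1000 cells/well, Opti-MEM/10% FBS; cpd 4 pt, 1:5; 24 h, 37 deg C, 5% CO2; detection reagent 10 min RT; luminescence.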
# Giardia kill: Giardia lamblia killing; 340,000 compounds, 0.15% hits; activity change, % at 7.66 µM, hits read low; Giardia lamblia trophozoite viability; in the data active means activity change below about -80%; inconclusive means between about -30% and that limit;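 further: parasites exposed to compound for two days anaerobically before the ATP read; on the % scale 0 is the no-effect control and ±100 the full control effect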
#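 Each well holds 100 Giardia trophozoites and compound. After two days (48 hrs) at 37 deg C in anaerobic conditions, ATP is quantified by luminescence.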
# BRCA1 expr act: increases BRCA1 expression; MCF7-BRCA1-FFLuc reporter, luminescence, 48 h; response scale: scaled: vehicle 0%, 10 µM genistein 100%; 380,000 compounds, 1.1% hits; Potency, µM (titrated, usually from 46.1 µM), for inactives: at the highest dose activation, usual class: activators; AID 624202; further: potency means the concentration at half of the fitted maximal effect; nearly all actives have a fitted effect of over 80% in size; some results filed as inactive show a strong effect at the top dose
#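 Luminescence from a BRCA1-driven firefly luciferase in MCF7 cells was the read-out, taken 15 min after substrate addition following 48 h compound exposure at 37 °C. Data were normalized to a 10 microM genistein control and DMSO vehicle.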
# ELG1 genotox: genotoxicity induction in ELG1-luciferase HEK293T cells | HEK293T ELG1-luciferase reporter, luminescence, 16 h | Potency, µM (highest dose often 46 µM), for the others: top-dose activity change, positive = activation, most hits filed as activators | 330,000 compounds, 1.3% hits; further: potency means the concentration at half of the fitted maximal effect; % of control where 0% means no effect; nearly all actives have a fitted effect of over 60% in size
#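 HEK293T cells expressing luciferase-tagged ELG1 were treated with compound or DMSO for 16 hr at 37°C. Luciferase activity was then read after 30 min with ONE-Glo at room temperature; rising signal flags genetic stress.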
# Active calls of the source: *; ? = inconclusive; [ ] = another dose, or the depositor's remark. Unless noted, the call rests on the fitted dose curve; in most records, active means well fitted activation curve with a large enough effect; inconclusive means small, poorly fitted or top-dose-only effect; inactive means no such curve, though single readings can be large or run the other way. These rows are one share of the data (hit frequency here may not be typical).
no. | Compound | Giardia kill | p53 reactivator | ELG1 genotox | BRCA1 expr act
1 | O=C(CN1C(=O)NC2(CCc3ccccc32)C1=O)Nc1ccccc1Cl (centres undefined) | 11 | -3% | -3% | 4%
2 | CC(C)NC(=O)Nc1cccc2c1O[C@H](CN(C)C(=O)Nc1ccccc1)[C@@H](C)CN([C@H](C)CO)C2=O | 41[activator] | -2% | 3% | -2%
3 | Nc1ncnc2c1ncn2[C@@H]1O[C@H](CNC(=O)[C@H]2CCC(=O)N2)[C@@H](O)[C@H]1O | -3 | -5% | -3% | 8%
4 | COc1cccc(C(=O)OCC(=O)NCCC2=CCCCC2)c1 | -6 | -7% | 1% | -19%
5 | Cc1ccc(S(=O)(=O)NN=Cc2ccc(N3CCOCC3)cc2)cc1[N+](=O)[O-] | -20 | 3% | 1% | 1%
6 | Cc1cc(C(=O)NN=Cc2ccc(OC(=O)c3ccco3)cc2)c(C)o1 | 15 | 18% | 0% | -14%
7 | C[C@@H]1CN([C@@H](C)CO)C(=O)c2cccc(NS(C)(=O)=O)c2O[C@H]1CN(C)CC1CCCCC1 | 20 | -2% | 2% | -10%
8 | CC(C)(C)OC(=O)C[C@H]1C/C=C\C[C@@H](CC(=O)N(CCO)Cc2ccccc2)C(=O)N[C@@H](Cc2ccccc2)COC1=O | ? | 0% | -5% | -19%
9 | COC(=O)C1CCN(C(=O)COc2ccc(S(=O)(=O)N3CCOCC3)cc2Cl)CC1 | 16 | -11% | 2% | -11%
10 | COc1ccc(CNc2nc(NCc3ccc(OC)cc3)c3ncn(C4CCCC4)c3n2)cc1 | 31[activator] | 10% | ? | -46%
11 | Nc1ncnc2c1ncn2[C@@H]1O[C@H](CNCc2ccccc2OCC(=O)N2CCCCC2)[C@@H](O)[C@H]1O | 22 | -9% | 5% | -13%
12 | COc1cc([C@@H]2OC[C@@H]3[C@H]2CO[C@@H]3c2ccc3c(c2)OCO3)ccc1O | ? | 1% | 1% | 1%
13 | CC[C@]12C(=O)N(C)C[C@H]([C@@H]3C(=O)N(C)C(=O)[C@@H]31)N2C(=O)c1ccc(C(F)(F)F)cc1 | 1 | -2% | 4% | 0%
14 | CCOC(=O)c1ccc(-c2ccc3oc(-c4ccsc4)cc(=O)c3c2)cc1F | -7 | 3% | 6% | 9%
15 | COc1ccc([C@H]2CC(=O)C=C(c3ccc4ncccc4c3)C2)cc1OC | 2 | -3% | 1% | -19%
16 | COc1ccc(CNC(=O)COC(=O)c2ccc(S(=O)(=O)N3CCCCC3)cc2)cc1 | -13 | -1% | 5% | -3%
17 | COCCCNC(=O)CC1C[C@H](C(=O)N2CCCCC2)[C@@]2(C)c3[nH]c4ccc(OC)cc4c3CCN2C1=O (some centres undefined) | 18 | -2% | -1% | 5%
18 | CCOc1ccc(NC(=O)COC(=O)c2cc(C)oc2C)cc1 | -1 | 5% | 1% | -15%
19 | CCN(CC)C(=O)[C@H]1C[C@H](CC(=O)NCc2ccc(OC)c(OC)c2)C(=O)N2CCc3c([nH]c4cc(CCC(=O)N(C)C)ccc34)[C@]12C | -9 | -6% | 13% | 2%
20 | O=C(C[C@@H]1C/C=C\CCCC(=O)OC[C@@H]2CCCN2C1=O)NCCO | 11 | -3% | 4% | 6%

# Carrying on.
no. | Compound | Giardia kill | p53 reactivator | ELG1 genotox | BRCA1 expr act
21 | O=C(COC(=O)c1cccnc1Cl)Nc1cccc(S(=O)(=O)N2CCOCC2)c1 | -1 | -3% | 1% | -8%
22 | CN(Cc1nc2ccccc2c(=O)[nH]1)C(=O)c1cc2c(s1)CCCCC2 | 15 | 1% | 4% | -13%
23 | O=C(COC(=O)c1ccccc1O)NC12CC3CC(CC(C3)C1)C2 | -21 | ? | ? | 21%
24 | CCCN(C(=O)Cc1coc2cc(OC)ccc12)C1CCS(=O)(=O)C1 (centres undefined) | 2 | 3% | -1% | -15%
25 | CCN1C(=O)[C@H]2[C@@H](c3ccc(-c4ccc(C(C)=O)cc4)cc3)N[C@@](C)(C(=O)OC)[C@H]2C1=O | -6 | -1% | 3% | -14%
26 | Cc1ccc(CNC(=O)COC(=O)c2cc(=O)[nH]c3ccccc23)cc1 | 10 | 1% | 3% | -17%
27 | O=C(Cn1ncc(Cl)c(Cl)c1=O)c1ccc2c(c1)OCCO2 | -9 | -33%[inhibitor] | -15% | -89%
28 | CC(=O)Nc1ccc(S(=O)(=O)N(C)c2ccc(OCCOc3cccc(C)c3)cc2)cc1 | 18 | -3% | -6% | -20%
29 | CN(CC(=O)NC1CCCC1)S(=O)(=O)c1cccc(Cl)c1 | -4 | 4% | -1% | 3%
30 | CCN(CC)C(=O)[C@H]1CC(CC(=O)NCc2ccc(OC)c(OC)c2)C(=O)N2CCc3c([nH]c4ccccc34)[C@]12C (some centres undefined) | 0 | -5% | -3% | -12%
31 | C[C@H]1CN([C@@H](C)CO)C(=O)c2cccc(NC(=O)Nc3ccc(F)cc3)c2O[C@@H]1CN(C)Cc1ccc(C(=O)O)cc1 | -1 | 0% | 6% | -13%
32 | C[C@H](CO)N1C[C@H](C)[C@@H](CN(C)C(=O)Nc2ccc(C(F)(F)F)cc2)Oc2ccc(NS(=O)(=O)c3cccs3)cc2C1=O | 47[activator] | 5% | 5% | -1%
33 | O=C(CNC(=O)c1ccc(Cl)cc1)NNC(=O)c1ccc(Br)cc1 | -21 | 9% | 1% | -2%
34 | O=C(OCC(=O)N1CCOCC1)c1ccccc1OCc1ccccc1Cl | 5 | -4% | 1% | 8%
35 | C[C@H](CO)N1C[C@H](C)[C@@H](CN(C)C(=O)Nc2ccc3c(c2)OCO3)Oc2ccc(NC(=O)CCN3CCOCC3)cc2C1=O | 10 | 3% | 0% | -2%
36 | CCCCNc1c(-c2ccc(-c3ccc(OC)cc3)c(OC)c2)nc2ccccn12 | -10 | 16% | -11% | 6%
37 | COC(=O)[C@H](CCSC)NC(=O)Cn1cnc2c(NCc3ccccc3)ncnc21 | -26 | 9% | 8% | 4%
38 | O=C(Nc1cc2c(cc1[N+](=O)[O-])OCCO2)c1cccnc1 | -2 | ? | ? | ?
39 | Cc1ccc(SCC(=O)NC(=O)c2ccccc2Br)c(C)c1 | -2 | 4% | 1% | -12%
40 | COc1cc(CCc2ccccc2)c(C(=O)O)c(O)c1C/C=C(/C)CCC=C(C)C | -3 | -6% | -3% | -38%

# Along the list, as entered above:
# BRCA1 expr act, compounds 34–39: 8%, -2%, 6%, 4%, ?, -12%
# ELG1 genotox, compounds 34–39: 1%, 0%, -11%, 8%, ?, 1%

# Next part
no. | Compound | Giardia kill | p53 reactivator | ELG1 genotox | BRCA1 expr act
41 | NC[C@H](Cc1ccccc1)NCCc1cc(C(F)(F)F)cc(C(F)(F)F)c1 | -19 | 4% | 0% | -5%
42 | COc1ccc(S(=O)(=O)N2CCOCC2)cc1NC(=O)CSc1nc(C)c(C)c(C)n1 | 4 | -6% | 1% | -30%
43 | COc1ccc2c(=O)cc(CO)oc2c1 | -8 | 4% | 6% | 35%
44 | COc1ccc(CCC(=O)OCC(=O)NC(=O)c2ccc(Cl)cc2)cc1 | -8 | -1% | 0% | -36%
45 | COc1ccc2sc(-c3ccc(SC)cc3)c(-c3ccc(O)cc3)c2c1 | -15 | -6% | -4% | -93%[inhibitor]
46 | O=C(Cc1coc2cc(O)ccc12)NNC(=O)c1ccc(Br)s1 | -3 | 4% | 4% | -17%
47 | Cc1noc(C)c1S(=O)(=O)N(C)C[C@H]1Oc2c(NC(=O)NC3CCCCC3)cccc2C(=O)N([C@H](C)CO)C[C@@H]1C | -6 | -1% | 2% | 0%
48 | CC1CCCCN1C(=O)c1cc(S(=O)(=O)N2CCOCC2)ccc1Cl (centres undefined) | -15 | -3% | 3% | -21%
49 | COC(=O)/C=C/C1=CN(Cc2ccccc2)CCC1=O | -6 | 15% | 2% | 5%
50 | CC(=O)N1CCN(S(=O)(=O)c2cccc(C(=O)OCC(=O)N(Cc3ccccc3)C(C)(C)C)c2)CC1 | 0 | -3% | 2% | -16%
51 | Cc1c(C(=O)Nc2cccc(S(=O)(=O)N3CCOCC3)c2)oc2ccc(Br)cc12 | 0 | 8% | 1% | -6%
52 | CCN(C(=O)CN1CCC(C(=O)OC)CC1)c1c(N)n(Cc2ccccc2)c(=O)[nH]c1=O | -12 | -4% | 3% | 0%
53 | Nc1cc(=O)[nH]c(SCC(=O)Nc2ccc(N3CCOCC3)cc2)n1 | 9 | 4% | 0% | 35%
54 | CC[C@]12c3[nH]c4ccccc4c3CCN1C(=O)C(CC(=O)NCc1cccc(C(F)(F)F)c1)C[C@@H]2C(=O)N1CCN(C(=O)C2CC2)CC1 (some centres undefined) | -12 | -6% | 0% | -19%
55 | C=C[C@]1(C)C=C2CC[C@H]3[C@@](C)(CCC[C@@]3(C)C(=O)O)[C@@H]2CC1 | 12 | -4% | 0% | 14%
56 | CC(C)NC(=O)N(C)C[C@@H]1Oc2c(NS(=O)(=O)c3ccccc3)cccc2C(=O)N([C@@H](C)CO)C[C@@H]1C | -14 | -2% | 2% | -23%
57 | COc1cc(OC)cc(-c2c(C#Cc3ccsc3)c3cc(-c4cc(OC)c(OC)c(OC)c4)ccc3n2C)c1 | -11 | 2% | 2% | 0%
58 | COc1ccc(NC(=O)COC(=O)CN2C(=O)C3CC=CCC3C2=O)c([N+](=O)[O-])c1 (centres undefined) | -11 | 2% | 2% | -9%
59 | O=C(NCCCN1CCOCC1)c1c(-c2ccccc2)sc2ccccc12 | -15 | -6% | -2% | -6%
60 | C[C@H](CO)N1C[C@H](C)[C@@H](CN(C)S(=O)(=O)c2ccccc2)Oc2c(NC(=O)CCC(F)(F)F)cccc2C1=O | 13 | 0% | 0% | -3%

# In the list so far, four contain bromine.
no. | Compound | Giardia kill | p53 reactivator | ELG1 genotox | BRCA1 expr act
33 | O=C(CNC(=O)c1ccc(Cl)cc1)NNC(=O)c1ccc(Br)cc1 | -21 | 9% | 1% | -2%
39 | Cc1ccc(SCC(=O)NC(=O)c2ccccc2Br)c(C)c1 | -2 | 4% | 1% | -12%
46 | O=C(Cc1coc2cc(O)ccc12)NNC(=O)c1ccc(Br)s1 | -3 | 4% | 4% | -17%
51 | Cc1c(C(=O)Nc2cccc(S(=O)(=O)N3CCOCC3)c2)oc2ccc(Br)cc12 | 0 | 8% | 1% | -6%

# The listing continues.
no. | Compound | Giardia kill | p53 reactivator | ELG1 genotox | BRCA1 expr act
61 | NS(=O)(=O)c1ccc(CCNC(=O)c2ccc(Cl)c(S(=O)(=O)NCc3ccco3)c2)cc1 | -19 | -1% | 2% | 12%
62 | O=c1oc(CCCO)cc2ccccc12 | -1 | -2% | 4% | 14%
63 | Cc1cccc(-n2ncc3c(=O)[nH]c(SCC(=O)Nc4cc(C)on4)nc32)c1 | 21 | 10% | -3% | -20%
64 | CNS(=O)(=O)c1cccc(C(=O)OCC(=O)NC2CCCC(C)C2C)c1 (centres undefined) | -5 | 3% | 0% | 0%
65 | O=C1c2ccc(-c3ccc(F)cc3OCc3ccccc3)cc2S(=O)(=O)c2cccc(C(=O)N3CCN(c4ncc(Cl)cc4Cl)CC3)c21 | -2 | -1% | -1% | -28%
66 | CN(C)C(=O)CCc1ccc2c3c([nH]c2c1)[C@]1(C)[C@@H](C(=O)N2CCCCC2)C[C@H](CC(=O)NCCC2=CCCCC2)C(=O)N1CC3 | 4 | -5% | 4% | -16%
67 | CN(C(=O)CSc1nc2ccccc2c(=O)n1C)C1CCS(=O)(=O)C1 (centres undefined) | -5 | -8% | 1% | -17%
68 | CC(Oc1ccc(Br)cc1)C(=O)NCCCN1CCCC1=O (centres undefined) | 18 | -5% | -2% | 15%
69 | CNC[C@H]1Oc2ccc(NC(=O)Nc3ccc4c(c3)OCO4)cc2C(=O)N([C@H](C)CO)C[C@@H]1C | 8 | 1% | -1% | -11%
70 | CC(C)(C)OC(=O)C[C@@H]1C/C=C\C[C@@H](CC(=O)NCCO)C(=O)NC[C@H](c2ccccc2)OC1=O | -16 | 2% | -5% | 5%
71 | COc1cc(CN(C2CC2)S(=O)(=O)c2ccccc2Br)cc(OC)c1 | -4 | 4% | -2% | 1%
72 | O=C(NCc1ccco1)c1cccc2c1C(=O)c1ccc(N3CCCC3)cc1S2(=O)=O | 4 | 2% | -5% | 11%

# Full records, looked up by structure. Order of values: Giardia kill | p53 reactivator | ELG1 genotox | BRCA1 expr act
# Cc1cccc(-n2ncc3c(=O)[nH]c(SCC(=O)Nc4cc(C)on4)nc32)c1 is listed as 21 | 10% | -3% | -20%
# CC(C)(C)OC(=O)C[C@@H]1C/C=C\C[C@@H](CC(=O)NCCO)C(=O)NC[C@H](c2ccccc2)OC1=O is listed as -16 | 2% | -5% | 5%
